Assay outcomes as filed in PubChem BioAssay.
GLS inhibitor – inhibitors of human glutaminase (GLS). GLS enzymatic activity, qHTS titration. Potency, µM (top dose mostly 45.5 µM), without a hit: top-dose activity change, negative = inhibition, actives largely listed as inhibitors. 0.21% of 410,000 active. AID 624170; further: potency means the concentration at half of the fitted maximal effect; on the % scale 0 is the no-effect control and ±100 the full control effect
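Enzyme dispensed in phosphate buffer (45 mM, pH 8.2, 0.02% Tween-20), compounds pinned in, then 1 mM L-glutamine solution and the glutamate oxidase–HRP–Amplex Red mix added; fluorescence read immediately and again after 30 min at room temperature.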
PGK inhibitor – T. brucei PGK inhibition; P07378; PGK/GAPDH coupled, Kinase-Glo luminescence, 60 min; Potency, µM (titrated, usually from 57.5 µM), for the others: at the top dose activity change, negative = inhibition, most hits filed as inhibitors; 0.043% of 380,000 active; further: potency means the concentration at half of the fitted maximal effect; on the % scale 0 is the no-effect control and ±100 the full control effect; nearly all actives have a fitted effect of over 60% in size
Target sequence (P07378 whole entry, looked up): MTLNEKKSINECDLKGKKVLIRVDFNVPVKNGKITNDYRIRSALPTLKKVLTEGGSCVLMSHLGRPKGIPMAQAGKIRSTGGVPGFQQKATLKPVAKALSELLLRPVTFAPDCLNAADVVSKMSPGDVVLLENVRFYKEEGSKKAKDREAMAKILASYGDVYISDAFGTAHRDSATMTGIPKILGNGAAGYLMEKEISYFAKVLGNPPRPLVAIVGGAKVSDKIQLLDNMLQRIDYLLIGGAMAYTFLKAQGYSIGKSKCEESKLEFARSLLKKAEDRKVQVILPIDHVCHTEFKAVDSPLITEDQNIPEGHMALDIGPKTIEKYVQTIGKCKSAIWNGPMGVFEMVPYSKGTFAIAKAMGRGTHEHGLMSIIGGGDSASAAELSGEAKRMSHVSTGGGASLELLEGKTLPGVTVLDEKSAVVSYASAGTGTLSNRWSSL
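Luminescent ATP detection (Kinase-Glo Plus) follows a 60-minute room-temperature incubation, with wells lacking PGK as controls. Buffer: 100 mM TEA (pH 7.6), 5 mM MgCl2, 0.01% Tween-20. Coupling enzyme GAPDH (100 nM final) supplies unstable 1,3-BPG in-well.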
PI4K2A inh – inhibitors of human PI4K2A | activity change, negative = inhibition, % at 76.9 µM | purified PI4K2A, ADP-Glo luminescence, 1 h; stronger effect = lower value | 0.13% of 420,000 active | AID 1346378 | Q9BTU6; in the data active means activity change below about -50%; inconclusive means mostly about -30% to -49%;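 further: -100% = wells without enzyme as full effect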
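In this quantitative HTS, ADP production by PI4K2A was quantified luminescently after 1 h at ambient temperature; 100 microM adenosine served as plate-quality control.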
HP1b chromo inh – blocks HP1-beta chromodomain binding to methylated histone tails | P83916 | AlphaScreen HP1-beta / biotin-H3K9me3 peptide binding | Potency, µM (titrated, usually from 114 µM), for the others: at the top dose activity change, negative = inhibition, usual class: inhibitors | 0.56% of 390,000 active | AID 540317; further: potency means the concentration at half of the fitted maximal effect; nearly all actives have a fitted effect of over 70% in size; inactives centre near 23
Target sequence (P83916 whole entry, looked up): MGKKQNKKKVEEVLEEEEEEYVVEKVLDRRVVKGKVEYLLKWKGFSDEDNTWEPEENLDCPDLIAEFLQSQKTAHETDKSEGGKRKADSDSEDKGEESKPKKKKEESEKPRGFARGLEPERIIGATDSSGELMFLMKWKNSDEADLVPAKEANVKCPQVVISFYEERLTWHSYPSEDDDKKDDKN
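HP1-beta protein (50 nM final) preincubated 30 min at room temperature with biotinylated H3(1-18)K9me3 peptide (50 nM) in PBS pH 7.4, 0.01% Tween-20, then compound added for 30 min. AlphaScreen streptavidin donor/nickel chelate acceptor beads (10 ug/mL final), 30 min dark, luminescence read.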
Pin1 inhibitor – blocks the human prolyl isomerase Pin1; Q13526; AID 504891; Potency, µM (doses to about 115 µM), inactives show at the highest dose activity, negative = inhibition, usual class: inhibitors; 0.009% of 390,000 active; Pin1 FP peptide displacement, HiFluor488, 10 min; active means well fitted inhibition curve with a large enough effect in the polarisation, with a control signal flat, not every such curve was filed as active; inconclusive means small, poorly fitted or top-dose-only effect, or effect the other way, or a change in a side signal; inactive means no such curve, though single readings can be large or run the other way; the % refers to the polarisation; further: potency means the concentration at half of the fitted maximal effect; on the % scale 0 is the no-effect control and ±100 the full control effect
mIDH1 inhibitor – blocks human mutant IDH1 R132H enzyme; O75874; IDH1-R132H enzyme, NADPH consumption, diaphorase/resazurin fluorescence; Potency, µM (highest dose often 76.6 µM), for inactives: at the top dose activity change, negative = inhibition, hits mostly inhibitors; 0.093% of 390,000 active; AID 602179; further: potency means the concentration at half of the fitted maximal effect; on the % scale 0 is the no-effect control and ±100 the full control effect; nearly all actives have a fitted effect of over 65% in size
Target sequence (O75874 whole entry R132H, stated change not applied): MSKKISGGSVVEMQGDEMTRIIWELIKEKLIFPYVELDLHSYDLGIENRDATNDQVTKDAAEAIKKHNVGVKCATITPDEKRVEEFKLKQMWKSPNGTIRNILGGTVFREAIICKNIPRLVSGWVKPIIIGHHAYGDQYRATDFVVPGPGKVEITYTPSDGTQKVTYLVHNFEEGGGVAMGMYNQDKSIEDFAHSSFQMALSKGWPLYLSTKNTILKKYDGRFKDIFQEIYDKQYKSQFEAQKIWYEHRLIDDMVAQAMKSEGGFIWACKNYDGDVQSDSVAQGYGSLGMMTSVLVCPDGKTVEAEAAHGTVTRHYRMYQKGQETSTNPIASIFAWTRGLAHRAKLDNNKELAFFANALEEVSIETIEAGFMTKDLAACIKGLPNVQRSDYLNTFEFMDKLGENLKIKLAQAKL
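IDH1-R132H (0.5 ug/mL dispensed) in pH 7.5 Tris buffer was preincubated 30 min with compound, then given a substrate mix of 0.016 mM NADPH and 2 mM alpha-KG for 80 min at room temperature; remaining NADPH was read by diaphorase/resazurin fluorescence.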
rTrxR1 inhibitor – inhibitors of rat thioredoxin reductase 1 | O89049 | recombinant rTrxR1, NADPH fluorescence consumption, selenite substrate | Potency, µM (series often up to 114 µM), for the others: at the top dose activity change, negative = inhibition, actives largely listed as inhibitors | 1% of 390,000 active | AID 588453; further: potency means the concentration at half of the fitted maximal effect; on the % scale 0 is the no-effect control and ±100 the full control effect; nearly all actives have a fitted effect of over 65% in size
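Rat TrxR1 (90 nM in the dispensed reagent) was pre-reduced with 400 uM NADPH for 5 min at room temperature, then incubated with compound for 15 min. After 400 uM selenite was added, NADPH fluorescence (Ex 340/Em 450 nm) was followed for 8 min.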
TrxR1 substrate – rat thioredoxin reductase 1 substrate activity; Potency, µM (series often up to 114 µM), inactives show top-dose activity change, negative = substrate turnover; O89049; 0.01% of 390,000 active; purified TrxR1 substrate turnover, NADPH consumption readout; further: potency means the concentration at half of the fitted maximal effect; on the % scale 0 is the no-effect control and ±100 the full control effect; nearly all actives have a fitted effect of over 50% in size
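Rat TrxR1, dispensed at 90 nM, was prereduced with 400 uM NADPH (final) for 5 min at ~22 deg C, then incubated with compound 15 min before 400 uM selenite. A first-read NADPH fluorescence drop versus no-compound background flagged substrates.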
USP1-UAF1 inh – blocks the human USP1/UAF1 deubiquitinase complex; recombinant USP1/UAF1, Ub-Rhodamine cleavage fluorescence; Potency, µM (series often up to 57.1 µM), without a hit: top-dose activity change, negative = inhibition, usual class: inhibitors; O94782; 0.23% of 390,000 active; further: potency means the concentration at half of the fitted maximal effect; on the % scale 0 is the no-effect control and ±100 the full control effect; nearly all actives have a fitted effect of over 60% in size; inactives centre near -12
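USP1/UAF1 complex (1 nM) preincubated 15 min at room temperature with compound, then Ub-Rho substrate (150 nM final) added. Kinetic fluorescence at 480/540 nm over 6 reads at 60 s intervals; 50 mM HEPES pH 7.8, 0.5 mM EDTA, 0.1 mg/ml BSA, 1 mM TCEP, 0.01% Tween-20.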
The depositor's hits bear a star; i = inactive; ? = inconclusive; . = not tested or not shown; [ ] = dose if it differs, or a comment. Unless noted, the call rests on the fitted dose curve; in most records, active means well fitted curve in the direction sought with a large enough effect; inconclusive means small, poorly fitted or top-dose-only effect, or another doubt; inactive means no such curve, though single readings can be large; an effect the other way counts as inactive or inconclusive.

SMILES	GLS inhibitor	PGK inhibitor	PI4K2A inh	HP1b chromo inh	Pin1 inhibitor	mIDH1 inhibitor	rTrxR1 inhibitor	TrxR1 substrate	USP1-UAF1 inh
COc1ccccc1NC(=O)N1CCCC1C(=O)Nc1nnc(C(C)C)s1 (centres undefined)	-9%	-4%	5	1%	-2%	-4%	-3%	-4%	-9%
O=C(CSc1nnc(-c2ccco2)o1)N1CCCCC1	4%	-3%	-1	15%	2%	1%	15%	-4%	-10%
CN(c1cccc(NC(=O)c2ccc(Cl)c(S(=O)(=O)Nc3ccccc3)c2)c1)S(C)(=O)=O	3%	-7%	9	-8%	3%	4%	9%[57.1 µM]	2%[57.1 µM]	-14%
CC(=O)N1c2ccc([N+](=O)[O-])cc2NC(=O)CC1C (centres undefined)	0%	i	-5	-4%	-1%	4%	-8%	-9%	-21%
O=C(NCCc1ccccc1)C(c1cccs1)N(C(=O)c1csnn1)C1CC1 (centres undefined)	-8%	0%	-5	7%	1%	5%	24%	12%	-3%
Oc1ccc(C2N=C(c3ccccc3)NC(c3ccccc3)=N2)cc1	12%	0%	0	76%[activator]	4%	5%	-10%	-11%	-17%
O=C(N/N=C/c1ccccc1F)C(=O)N1CCCCCC1	9%	1%	-1	18%	-6%	3%	11%	3%	?
O=C(N/N=C\c1cn[nH]c1-c1ccccc1)c1ccc([N+](=O)[O-])cc1	6%	-2%	0	24%	-7%	6%	-10%	-7%	-17%
CCOC(=O)CON1C(=O)C(=O)N(OCC(=O)OCC)[C@H]2CCCC[C@H]21	3%	0%	7	24%	-7%	2%	18%	8%	-14%
Cc1ccccc1CC(=O)NC1CCCCCC1	0%	-4%	-4	59%[activator]	0%	0%	49%[activator]	15%	-18%
CC(/C=N/NC(=O)Cn1cnc2c1c(=O)n(C)c(=O)n2C)=C\c1ccco1	0%	-6%	-3	27%	-6%	5%	-10%[57.1 µM]	-5%[57.1 µM]	-7%
O=C(NC(=O)N1CCSCC1)c1c(Cl)cccc1Cl	-11%	1%	3	21%	-1%	0%	13%	6%	-22%
COC(=O)CSc1nccc(C)n1	-13%	i	4	38%	-5%	1%	35%	3%	-13%
Cc1ccc(OCCNC(=O)C2CCCCC2)cc1	0%	4%	2	42%[activator]	3%	11%	4%[57.1 µM]	7%[57.1 µM]	-14%
CS(=O)(=O)c1ccc2nc(NC(=O)Oc3ccccc3)sc2c1	0%	-6%	8	24%	1%	12%	16%[57.1 µM]	7%[57.1 µM]	-10%
CC(/C=C/c1ccccc1F)=N\NC(=O)c1ccc(Cl)cc1	0%	i	-1	-18%	-7%	22%	14%[57.1 µM]	2%[57.1 µM]	1%
COc1ccccc1Nc1nn2c(=O)c3ccc(C(=O)NCCc4ccccc4)cc3nc2s1	-12%	i	2	4%	22%	-2%	32%	15%	-21%
Cc1ccc(S(=O)(=O)CCSc2nc(C)cc(C)c2C#N)cc1	6%	.	-1	37%[activator]	1%	3%	-2%	-1%	-7%
COc1ccc(-c2cc(C(=O)N3CCN(c4cccc(C)c4C)CC3)c3ccccc3n2)cc1OC	4%	-1%	6	25%	40%[activator]	0%	25%	42%[activator]	-21%
Cc1ccc(CSc2ncc(Cl)c(C(=O)Oc3ccc(F)cc3)n2)cc1	-7%	-5%	2	64%[activator]	9%	6%	17%	-1%	15%
COc1ccc(-c2nnn(CC(=O)N(CCCN3CCOCC3)C(C(=O)NC3CCCC3)c3ccc(C)o3)n2)cc1 (centres undefined)	1%	-4%	1	9%	5%	-13%	-6%[57.1 µM]	-5%[57.1 µM]	-21%
CNC(=S)/N=C/NOCc1c(Cl)cccc1Cl	5%	i	2	22%	0%	-4%	5%[57.1 µM]	-3%	-15%
COC(=S)Nc1cccc(C(F)(F)F)c1	-2%	-3%	-1	42%[activator]	-9%	1%	15%[57.1 µM]	-4%[57.1 µM]	-3%
C[C@H](NS(=O)(=O)c1ccccc1)C(=O)OCC(=O)NC(=O)Nc1ccc2c(c1)OCCO2	1%	-4%	-1	13%	-3%	3%	4%	-4%	-11%
COc1ccc(C(=O)N/N=C/c2ccccc2OC(=O)c2ccccc2)cc1	1%	-6%	3	42%[activator]	12%	-1%	1%	-7%	-27%
Cc1ccccc1NS(=O)(=O)c1cc(S(C)(=O)=O)ccc1C	15%	-6%	4	13%	1%	4%	13%[57.1 µM]	11%[57.1 µM]	-14%
O=c1cc(N2CCCCC2)c(-c2ccccc2)nn1Cc1c(Cl)cccc1Cl	35%[activator]	-7%	4	-12%	19%	21µM*	9%[57.1 µM]	3%[57.1 µM]	-17%
O=C(CN1C(=O)NC(CCc2ccccc2)C1=O)Nc1ccccc1C(F)(F)F (centres undefined)	-5%	-1%	7	14%	-4%	21%	14%	-3%	-12%
CCN1CCN(C(=O)c2ccc(Cl)c(S(=O)(=O)N(C)c3ccccc3)c2)CC1	1%	i	-2	14%	-6%	-4%	19%	3%	-12%
NNC(=O)c1nnn(-c2nonc2N)c1-c1cccs1	7%	-2%	-3	30%	9%	2%	2%	1%	-16%
C/C(CC(=O)NC12CC3CC(CC(C3)C1)C2)=N\NC(=O)Cc1cccs1	6%	-9%	2	12%	-9%	-2%	14%[0.457 µM]	5%[0.457 µM]	-6%
NC(N)=N/N=C/c1ccc(OCc2ccc(Cl)cc2)cc1	10%	.	6	-9%	?	7%	26%	13%	-4%
COCCN(CC(=O)NCc1ccc(F)cc1)C(=O)CCC(=O)Nc1ccccn1	-10%	1%	5	16%	-10%	-1%	9%[57.1 µM]	-10%	-2%
COc1ccc(C(=O)Nc2cccc(S(C)(=O)=O)c2)cc1OC	-13%	-4%	-3	23%	1%	3%	8%[57.1 µM]	5%[57.1 µM]	-18%
CCCCCC(=O)NNC(=S)NC(=O)c1cccc([N+](=O)[O-])c1	0%	-5%	0	-18%	-16%	3%	?	7%[0.457 µM]	-18%
COc1cccc(C(=O)NNC(=O)c2ccc3ccccc3c2)c1	-10%	i	-4	18%	1%	2%	13%	-2%	-16%
Cc1ccc(NC(=O)CNCc2ccccc2)cc1Br	-13%	-4%	-3	?	-10%	10%	5%	-5%	5%
CN(C)S(=O)(=O)c1cccc(COC(=O)CNC(=O)c2ccc(Br)o2)c1	4%	-2%	-1	17%	4%	3%	5%[57.1 µM]	9%[57.1 µM]	-9%
Cc1ccc(N(Cc2ccccc2)C(=O)c2cc(S(=O)(=O)N3CCOCC3)ccc2N2CCCC2)cc1	1%	-1%	-1	8%	8%	2%	2%	-7%	-17%
Cc1cnc(C(=O)Nc2ccccc2-c2nnn(CC(=O)NC3CCCC3)n2)cn1	18%	6%	6	13%	-8%	1%	-7%	-7%	-3%
Cc1c(NC(=O)C(C)Sc2nnc(-c3ccccc3)o2)c(=O)n(-c2ccccc2)n1C (centres undefined)	11%	-13%	-3	-1%	-1%	0%	13%	1%	-1%
COc1ccc(/C=N/n2cnnc2)cc1Br	-14%	-5%	-3	17%	2%	14%	15%[57.1 µM]	3%[57.1 µM]	-8%
Cc1ccc(S(=O)(=O)Nc2ccc3nc(-c4cccc(Cl)c4)oc3c2)cc1	1%	.	1	21%	12%	.	77%[activator]	45%[activator]	-25%
COc1cc(F)ccc1S(=O)(=O)N1CCN(Cc2ccccc2)CC1	-5%	-7%	5	28%	-8%	6%	12%[57.1 µM]	-6%	-15%
CCN(CC)C(=O)c1[nH]cnc1C(=O)Nc1cccc(Cl)c1	1%	-2%	-2	25%	-5%	-3%[38.3 µM]	-24%	0%	-15%
CNC(=O)c1c(NC(=O)c2cccc(N3C(=O)CCC3=O)c2)sc2c1CCCC2	-13%	i	1	1%	28%	-2%	2%	18%	-6%
Cc1cc([N+](=O)[O-])ccc1NC(=O)COc1nsnc1N1CCOCC1	6%	-7%	0	?	8%	7%	10%	-1%	-5%
Cc1cc(SCC(=O)c2ccccc2)nc(=O)[nH]1	3%	0%	-14	-7%	0%	0%	26%	7%	-24%
CCOC(=O)c1cc2c(C)nn(-c3ccccc3)c2s1	-2%	-6%	2	60%[activator]	-5%	0%	-8%	-4%	-16%
O=C(Cn1cc(S(=O)(=O)c2ccc(F)cc2)c(=O)c2cc3c(cc21)OCO3)Nc1ccccc1	4%	-3%	3	13%	9%	-16%	6%	3%	-10%
O=C(CN1C(=O)c2cccc([N+](=O)[O-])c2C1=O)NCc1ccccc1	-9%	-4%	0	28%	-2%	3%	4%	-3%[57.1 µM]	-8%

2 of the compounds above, bar-delimited.
SMILES | GLS inhibitor | PGK inhibitor | PI4K2A inh | HP1b chromo inh | Pin1 inhibitor | mIDH1 inhibitor | rTrxR1 inhibitor | TrxR1 substrate | USP1-UAF1 inh
CNC(=O)c1c(NC(=O)c2cccc(N3C(=O)CCC3=O)c2)sc2c1CCCC2 | -13% | i | 1 | 1% | 28% | -2% | 2% | 18% | -6%
Cc1cc([N+](=O)[O-])ccc1NC(=O)COc1nsnc1N1CCOCC1 | 6% | -7% | 0 | ? | 8% | 7% | 10% | -1% | -5%

The list is partial, so the mix of outcomes need not match the whole.
